SARS 3CLpro inh = SARS-CoV 3CLpro protease inhibition | P0C6X7 | inhibition, % at 6 µM | 290,000 compounds, 0.14% hits | recombinant SARS-CoV 3CLpro, quenched FRET peptide cleavage; in the data active = inhibition above about 12%
PfHsp40 yeast = rescue of PfHsp40-mediated yeast toxicity; S. cerevisiae expressing PfHsp40, growth rescue, ATP luminescence; AID 504582; 340,000 compounds, 0.68% hits; growth rescue, % at 12.5 µM; in the data active = growth rescue above about 28%, passing the limit was not always enough; inconclusive = no clear call, values can overlap the other calls;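 also: yeast W303a lacking pdr1 and pdr3 grown in galactose medium; growth measured after three days at 30 °C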
TcdB inh = TcdB glycohydrolase inhibition. TcdB glycohydrolase enzymatic assay, plate reader. inhibition, % at 9.99 µM. 350,000 compounds, 0.24% hits; in the data active = inhibition above about 10%
Target sequence (P18177 whole entry, looked up): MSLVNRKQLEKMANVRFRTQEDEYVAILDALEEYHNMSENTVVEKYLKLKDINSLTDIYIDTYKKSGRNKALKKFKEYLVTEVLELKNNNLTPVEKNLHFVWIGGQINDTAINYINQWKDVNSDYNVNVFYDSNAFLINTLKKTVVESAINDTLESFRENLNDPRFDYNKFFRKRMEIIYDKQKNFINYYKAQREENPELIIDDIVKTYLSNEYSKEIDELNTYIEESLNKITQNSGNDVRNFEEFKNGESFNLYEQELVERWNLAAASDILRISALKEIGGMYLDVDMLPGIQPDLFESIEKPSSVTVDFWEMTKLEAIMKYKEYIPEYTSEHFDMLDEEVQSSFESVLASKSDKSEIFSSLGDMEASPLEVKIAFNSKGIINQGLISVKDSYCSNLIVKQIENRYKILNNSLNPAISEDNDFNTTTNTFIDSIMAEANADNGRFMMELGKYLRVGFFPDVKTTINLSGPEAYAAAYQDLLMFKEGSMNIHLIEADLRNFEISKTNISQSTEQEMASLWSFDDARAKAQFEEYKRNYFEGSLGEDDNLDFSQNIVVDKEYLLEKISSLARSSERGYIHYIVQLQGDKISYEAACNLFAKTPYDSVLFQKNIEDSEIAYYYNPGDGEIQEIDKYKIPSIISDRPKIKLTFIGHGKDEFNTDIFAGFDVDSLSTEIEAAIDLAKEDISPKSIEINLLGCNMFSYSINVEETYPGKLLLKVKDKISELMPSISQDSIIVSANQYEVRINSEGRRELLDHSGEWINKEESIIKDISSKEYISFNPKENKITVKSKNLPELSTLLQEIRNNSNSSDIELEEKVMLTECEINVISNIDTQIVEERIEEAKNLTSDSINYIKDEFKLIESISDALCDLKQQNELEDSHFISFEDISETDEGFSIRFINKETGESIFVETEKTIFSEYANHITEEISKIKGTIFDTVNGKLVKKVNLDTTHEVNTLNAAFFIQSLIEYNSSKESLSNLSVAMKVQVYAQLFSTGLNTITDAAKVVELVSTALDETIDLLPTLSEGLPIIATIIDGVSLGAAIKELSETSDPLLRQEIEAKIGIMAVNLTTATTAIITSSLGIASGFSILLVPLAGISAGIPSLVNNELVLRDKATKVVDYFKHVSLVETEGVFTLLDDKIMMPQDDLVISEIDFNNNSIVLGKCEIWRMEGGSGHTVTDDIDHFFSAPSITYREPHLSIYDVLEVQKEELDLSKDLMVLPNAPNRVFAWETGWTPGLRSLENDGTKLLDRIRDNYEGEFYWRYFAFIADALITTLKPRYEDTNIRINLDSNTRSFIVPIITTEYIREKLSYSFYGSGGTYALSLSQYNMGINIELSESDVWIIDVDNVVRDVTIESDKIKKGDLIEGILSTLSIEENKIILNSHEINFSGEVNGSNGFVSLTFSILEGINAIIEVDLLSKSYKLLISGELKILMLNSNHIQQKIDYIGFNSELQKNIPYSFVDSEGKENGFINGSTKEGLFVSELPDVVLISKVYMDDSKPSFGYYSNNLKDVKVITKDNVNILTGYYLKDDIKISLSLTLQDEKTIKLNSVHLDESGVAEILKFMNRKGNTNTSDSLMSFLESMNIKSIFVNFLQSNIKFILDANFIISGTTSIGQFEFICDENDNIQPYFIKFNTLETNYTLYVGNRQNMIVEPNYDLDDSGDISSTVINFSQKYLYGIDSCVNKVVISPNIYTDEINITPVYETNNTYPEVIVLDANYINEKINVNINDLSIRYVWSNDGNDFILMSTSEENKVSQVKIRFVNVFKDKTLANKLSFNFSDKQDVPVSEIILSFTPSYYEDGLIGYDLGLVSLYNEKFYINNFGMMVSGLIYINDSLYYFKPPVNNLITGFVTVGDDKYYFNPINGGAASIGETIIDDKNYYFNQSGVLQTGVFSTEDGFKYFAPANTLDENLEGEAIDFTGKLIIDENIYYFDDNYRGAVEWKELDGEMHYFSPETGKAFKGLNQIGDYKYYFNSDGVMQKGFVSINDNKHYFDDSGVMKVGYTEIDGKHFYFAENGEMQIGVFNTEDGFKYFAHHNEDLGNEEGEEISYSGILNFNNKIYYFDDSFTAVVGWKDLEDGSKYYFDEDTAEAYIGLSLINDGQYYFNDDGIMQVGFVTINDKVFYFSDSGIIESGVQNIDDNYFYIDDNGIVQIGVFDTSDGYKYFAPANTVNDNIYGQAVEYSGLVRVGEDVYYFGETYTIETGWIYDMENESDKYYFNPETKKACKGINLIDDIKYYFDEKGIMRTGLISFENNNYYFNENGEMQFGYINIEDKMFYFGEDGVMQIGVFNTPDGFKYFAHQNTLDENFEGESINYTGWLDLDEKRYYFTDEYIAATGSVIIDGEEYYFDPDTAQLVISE
PrPC surface inh = reduces human prion protein on the cell surface | P04156 | cell surface PrPC, TR-FRET read-out | inhibition, % at 13.8 µM | 370,000 compounds, 0.43% hits | AID 720596; in the data active = inhibition above about 24%; also: 0% = median of the test wells and 100% = reference compound wells
Anthrax LF prot = blocks Bacillus anthracis lethal factor protease; multiplex microsphere protease cleavage assay, LF; inhibition, % at 10 µM; 360,000 compounds, 0.12% hits; AID 588501; also: plate controls were buffer without enzyme for full effect and enzyme alone for no effect
BH1578 lux ind = inducers of Vibrio cholerae quorum light production without autoinducers | activation, % at 18.7 µM | V. cholerae BH1578 lux reporter, luminescence, 6 h | 350,000 compounds, 0.16% hits; in the data active = activation mostly above about 9.7%, no sharp cut-off; inconclusive = no clear call, values can overlap the other calls; inactive = mostly below about 3.7%; also: not every result past the cut was called active; inactives centre near 0; reference of the scale not given here
Y pestis TopoI = Y. pestis Topo-I inhibition via cleavage products | Y. pestis Topo-I cleavage product accumulation, plate reader | activity, % at 10 µM | 360,000 compounds, 0.064% hits; in the data active = activity above about 50%, passing the limit was not always enough; inconclusive = no clear call, values can overlap the other calls; also: inactives centre near 2
BoNT-A LC inh2 = inhibitors of Botulinum neurotoxin A light chain protease; 360,000 compounds, 0.17% hits; inhibition, % at 10 µM; multiplex microsphere protease substrate cleavage, flow cytometry; also: plate controls were buffer without enzyme for full effect and enzyme alone for no effect
SSB-PriA inh = blocks PriA binding to SSB C-terminal tail. inhibition, % at 33 µM. 430,000 compounds, 0.6% hits. AlphaScreen SSBct-PriA binding, biotinylated peptide; in the data active = inhibition mostly above about 37%, no sharp cut-off; inactive = mostly below about 20%;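 also: plate controls were negative control peptide for no effect and reference peptide for full effect; strong numbers were not always called active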
An asterisk follows results filed as active; i = inactive; ? = inconclusive; nt = not tested or not shown; & = joins results of further samples. Rule as the data show it, unless noted: active = inhibition above about 30%; inconclusive = no clear call, values can overlap the other calls; inactive = below that. Only part of the results is shown; rates above refer to the full screens.

SMILES | SARS 3CLpro inh | PfHsp40 yeast | TcdB inh | PrPC surface inh | Anthrax LF prot | BH1578 lux ind | Y pestis TopoI | BoNT-A LC inh2 | SSB-PriA inh
CC(=O)Nc1cc(-c2ccccc2CN(C)C)cn2c(-c3ccc(C(C)=O)cc3)cnc12 | nt | nt | 0.3 | -12 | 2 | i | -4 | -0.2 | nt
CCc1ccccc1NC(=S)N(CCN1CCCCCC1)Cc1ccco1 | 1 | 1.0 | 1.7 | 9 | -3 | i | 7 | -0.7 | 1
CC(C)Nc1nnc(SCC(=O)Nc2sccc2C#N)s1 | nt | -0.1 | 0.3 | 4 | -4 | i | -6 | -0.6 | -7
CCOC(=O)Nc1ccc2c(c1)N(C(=O)CCN1CCN(C)CC1)c1ccccc1S2 | -4 | -0.2 | nt | 14 | 2 | -0.7 | -7 | 1.2 | 8
O=C(Nc1ccc(Cl)cc1)Nc1ccc(Oc2cccnc2)nc1 | -4 | 0.9 | 1.3 | 6 | 20 | i | -1 | 7.3 | -12
COc1ccc(-n2c(C)ccc2C)c([N+](=O)[O-])c1 | 1 | 1.6 | 3.3 | -10 | -3 | 1.4 | 0 | -0.4 | 10
COc1ccc(NC(=O)Cc2nnc(SCC(=O)NC3CCCCC3)n2C)cc1 | -8 | 1.8 | 2.1 | 0 | -2 | -0.3 | 8 | -0.5 | -2
Cc1ccnc(NC(=O)CCC2COc3ccccc3O2)c1 (stereo not given) | 4 | 0.5 | nt | 0 | 1 | -0.5 | -6 | 0.2 | -10
CCCCCC1CC(CC(=O)O)C(=O)O1 (stereo not given) | 6 | -0.2 | nt | -2 | -3 | i | 0 | -0.6 | -20
CC1(C)Cc2nc3sc4c(=O)n(CC(=O)NCc5ccco5)cnc4c3cc2CO1 | -6 | 0.1 | nt | 5 | -4 | i | 9 | ? | 18
Cc1ccc2oc(C(=O)N(C)Cc3cnccn3)c(C)c2c1 | -4 | -0.7 | 1.3 | -5 | 3 | -12 | 7 | 1.7 | -1
COc1ccc(NC(=O)Cc2coc3cc(C)ccc23)cn1 | 2 | 1.2 | -1.0 | 0 | -5 | -1.0 | -11 | 0.5 | -4
Cc1ccc(NC(=S)NNC(=O)CCn2cc(C)cn2)cc1 | 2 | -0.2 | nt | 4 | 0 | -0.5 | 7 | 1.1 | -15
C=CC[C@@H](Cc1ccc(F)cc1)C(=O)OC[C@@H]1CCCN1C(=O)[C@H](CC=C)CC(=O)NCCO | nt | 1.4 | 0.9 | -4 | -5 | 0.3 | 11 | -0.2 | 8
O=C(CNS(=O)(=O)Cc1ccccc1)NNc1ccccc1 | nt | nt | -2.0 | 17 | -8 | nt | nt | -1.0 | nt
CCC(=O)c1ccc(OCC(=O)N2CCN(c3ccccn3)CC2)cc1 | -7 | 2.5 | 1.3 | -2 | 2 | 0.8 | 15 | -0.1 | -5
COc1ccc(C(=O)NNC2=CC(=O)CC(C)(C)C2)cc1 | 6 | -1.1 | nt | -5 | -3 | -0.2 | 1 | 0.7 | -5
COc1ccc(C)cc1N(C)C(=O)Cc1c(C(=O)O)n(C)c2ccccc12 | 2 | 1.3 | 1.9 | -3 | 12 | -0.5 | 2 | -3.6 | -5
CCOC(=O)c1[nH]c(C)c(C(=O)NCc2ccc(Cl)cc2)c1C | -7 | -0.3 | nt | 8 | -2 | i | 2 | -0.6 | -11
CCCc1c(C(=O)N/N=C(\C)c2ccc(O)cc2)nnn1-c1nonc1N | -5 | -1.6 | 0.9 | 4 | nt | -2.6 | 5 | nt | nt
Cc1ccc(/C=C/C(=O)NN2CCN(C)CC2)cc1 | 3 | -1.2 | 1.9 | -3 | 0 | -9.8 | 1 | 1.4 | -13
CC(=O)c1ccc(N/C=C\C(=O)c2ccc(C)cc2)cc1 | 4 | -0.8 | -0.1 | 2 | -2 | -0.2 | 8 | 0.5 | -10
COc1ccccc1NS(=O)(=O)c1cccc(-n2c(O)c(C=Nc3ccccc3C(=O)O)c3ccccc3c2=O)c1 | 7 | 1.9 | 1.9 | 4 | -2 | -0.3 | -1 | 1.7 | 7
Cn1nc(-c2ccccc2)c(CSc2ccccc2Cl)c1Cl | -5 | 6.6 | nt | 3 | -3 | i | 23 | -1.5 | -49
COc1ccc(NC(=O)CSc2nc(C)cs2)c(OC)c1 | 2 | 0.1 | 1.1 | 2 | -2 | i | 3 | -0.5 | -5

(continued)
SMILES | SARS 3CLpro inh | PfHsp40 yeast | TcdB inh | PrPC surface inh | Anthrax LF prot | BH1578 lux ind | Y pestis TopoI | BoNT-A LC inh2 | SSB-PriA inh
COC(=O)c1ccc2c(=O)n(CC3CCCO3)c(SCC(=O)Nc3ccccc3Cl)nc2c1 (stereo not given) | 4 | 0.9 | nt | -4 | -15 | -0.2 | 4 | 0.5 | -20
C[N+](C)(C)CC(=O)Nc1ccc(Cl)cc1C(=O)c1ccccc1 | -4 | 1.4 | 0.8 | 0 | 2 | -0.3 | 1 | 0.0 | -7
O=c1c2c(nc3c(-c4ccccc4)c[nH]n13)CCC2 | -5 | -1.1 | nt | -2 | -1 | -0.5 | 0 | 0.8 | 0
CCCCC(=O)N/N=C/c1c(O)n(CC)c(=S)n(CC)c1=O | -3 | 0.5 | 0.2 | 13 | -1 | i | -1 | -0.8 | nt
Cc1cccc(-c2cc(C(=O)Nc3sc(C)c(C)c3C(N)=O)c3ccccc3n2)c1 | -2 | 0.8 | nt | -8 | 0 | i | 5 | 0.6 | 10
COc1ccc(N2CCN(C3CC(=O)NC3=O)CC2)cc1 (stereo not given) | -3 | 1.2 | nt | 8 | -5 | i | 1 | ? | -1
CCC(C)Nc1nc2c(c(=O)n(C)c(=O)n2C)n1Cc1ccc(Cl)cc1 (stereo not given) | nt | 1.5 | 1.0 | 15 | -4 | -0.2 | 9 | -0.5 | 104*
COc1ccc2[nH]c3nc(SCC(=O)Nc4cccc(NC(C)=O)c4)nnc3c2c1 | -5 | -1.0 | 1.8 | -28 | nt | i | 0 | nt | -5
CN(C)CCCNCC(=O)Nc1ccc(Cl)cc1C(=O)c1ccccc1 | 0 | 0.8 | -1.1 | -11 | 1 | -0.9 | -3 | 0.7 | 5
CCCCn1c(N)c(N(CC(C)C)C(=O)c2ccc(F)c(S(=O)(=O)N3CCOCC3)c2)c(=O)[nH]c1=O | nt | 0.3 | -0.2 | -1 | 1 | i | 0 | -1.6 | -1
Cc1ccc2c(c1)c1c(n2CC(O)Cn2ccnc2C)C(=O)CCC1 (stereo not given) | -2 | 0.0 | nt | -9 | -6 | i | -1 | 0.0 | 12&8
Cc1nc(C)c(CC(=O)N2CCc3c([nH]c4ccccc34)C2c2ccccn2)s1 (stereo not given) | -3 | 2.6 | 1.2 | 2 | -1 | -0.3 | 27 | -0.5 | -1
Cc1ccc(/C=N/NS(=O)(=O)c2ccc([N+](=O)[O-])cc2)o1 | -3 | -1.2 | nt | -17 | -2 | -0.7 | -1 | -0.3 | nt
CC1CCCN(Cc2nc3c(c(=O)n(C)c(=O)n3C)n2CC(=O)c2ccccc2)C1 (stereo not given) | 0 | 0.2 | -0.4 | -4 | 4 | -0.3 | 16 | -0.1 | -7
Cc1ccc(N(CC(=O)NC2CCCCCC2)S(=O)(=O)c2c(C)nn(C)c2C)cc1 | -8 | -0.7 | nt | -1 | -4 | i | 4 | 0.9 | -8
COC(=O)c1ccc(CSc2nncn2C)cc1 | -6 | -0.2 | nt | 0 | -1 | -0.3 | -8 | 0.4 | -18
COc1cc2c(C#N)c(N3CCc4ccccc4C3)nc(N)c2c(N)n1 | -14 | -1.3 | nt | 0 | 0 | i | -3 | 3.2 | 30
Cc1cc(C)nc(Nc2n[nH]c(-c3cccc4ccccc34)n2)n1 | -2 | -0.4 | nt | 0 | 1 | i | -1 | 0.0 | -13
CCn1c(SCC(=O)N2CCC(C)CC2)nc2c([nH]c3ccccc32)c1=O | nt | nt | 1.2 | 2 | 0 | i | 2 | -0.3 | nt
CCN1C(=O)[C@@H]2[C@@H](c3ccc(-c4ccc(OC)cc4)c(OC)c3)N3CCC[C@@]3(C(=O)OC)[C@@H]2C1=O | nt | -0.4 | 2.1 | 0 | -11 | i | 22 | -0.3 | 5
N#C/C(C(N)=O)=c1/ccc2c(c1)N1C3=C(CCCC3)CC3CCCCC31N=2 (stereo not given) | -2 | 0.1 | nt | -15 | nt | 12 | nt | nt | nt
CC(=O)Nc1cc(C(=O)N2CCC3(CC2)OCCO3)ccc1Sc1ccc(C)cc1 | -2 | -1.3 | nt | 7 | -1 | -0.4 | 3 | 0.1 | 2
CCCC(=O)Nc1c2c(nn1-c1ccc(C)cc1)CS(=O)(=O)C2 | -1 | -1.5 | 0.5 | 6 | -2 | 1.9 | 9 | 0.5 | -1
COc1ccc(OCCCC(=O)Nc2cccnc2)cc1 | 4 | -0.1 | nt | -5 | 1 | -1.3 | -4 | 0.5 | 4
CCOc1cc(CNCc2ccccn2)cc(Cl)c1OCC | 3 | 1.1 | 1.0 | 1 | -7 | 2.9 | -9 | 0.1 | -12

Next section.
SMILES | SARS 3CLpro inh | PfHsp40 yeast | TcdB inh | PrPC surface inh | Anthrax LF prot | BH1578 lux ind | Y pestis TopoI | BoNT-A LC inh2 | SSB-PriA inh
O=C(NCCCN1CCCC1=O)C(=O)NCC1OCCCN1S(=O)(=O)c1ccccc1 (stereo not given) | nt | nt | 0.3 | 6 | -3 | -0.4 | 1 | 0.0 | nt
CCCCCCCNC(=O)C1(CC2CC(c3ccc(Cl)cc3)=NO2)CCN(C(=O)CCCCCBr)CC1 (stereo not given) | -6 | ? | 0.7 | -4 | -11 | -0.4 | 21 | -1.0 | 2
CC(C)(C)NCC(O)(c1ccc(Cl)cc1)c1ccc(Cl)cc1 | 2 | -1.6 | nt | nt | -7 | i | -6 | -1.0 | -2
O=C(NCCCn1ccnc1)C(=O)c1cn(CC(=O)N2CCCCCC2)c2ccccc12 | -1 | -0.6 | 0.5 | -3 | 24 | 3.2 | 3 | 30* | 6
Cc1cc(=O)oc2c3c(cc(OCC(=O)NCCCn4ccnc4)c12)OC(C)(C)CC3 | 7 | 1.0 | 0.3 | -1 | 0 | -0.2 | 1 | -0.6 | -8
CCCCN(C)CCCNC(=O)CC1Oc2ccccc2NC1=O (stereo not given) | -1 | -0.1 | -5.5 | 2 | 2 | -0.2 | 4 | -0.4 | -8
Cc1sc2nc(CSC(C)C(=O)NC3(C#N)CCCCC3)[nH]c(=O)c2c1C (stereo not given) | nt | -0.2 | 2.9 | -3 | -3 | 1.2 | 1 | 4.2 | -10
Cc1cc(SCC(=O)c2cccs2)n2nc(C)c(-c3ccccc3)c2n1 | 8 | 0.2 | -0.7 | 4 | -1 | -0.4 | -4 | 0.2 | 1&-9&1
CCOC(=O)c1csc(NC(=O)CN2CCCCC2)n1 | -1 | -0.7 | 1.1 | -7 | -8 | -0.6 | -1 | -2.8 | -2
CCOc1ccc(N(CC(=O)NC2CCCC2)S(=O)(=O)c2c(C)[nH]c(=O)[nH]c2=O)cc1 | 1 | -0.8 | -0.3 | 1 | -2 | -0.1 | 4 | 0.4 | -1
N#CC(CC(=O)c1ccc(F)cc1)c1ccc2c(c1)OCO2 (stereo not given) | 0 | 0.5 | -0.8 | 3 | 6 | i | 9 | 1.4 | -18
COc1ccc(Cn2c(=S)[nH]c3cc(C(=O)NCc4cccnc4)ccc3c2=O)cc1 | 0 | 0.3 | -0.2 | 7 | 1 | -0.4 | 12 | -0.1 | 5
COc1cc(OC)nc(Oc2ccccc2/C=N/O)n1 | nt | -0.8 | 1.5 | 7 | 7 | -0.5 | 0 | -0.5 | nt

Record cards (already shown).
N#CC(CC(=O)c1ccc(F)cc1)c1ccc2c(c1)OCO2 (stereo not given) reads SARS 3CLpro inh: 0; PfHsp40 yeast: 0.5; TcdB inh: -0.8; PrPC surface inh: 3; Anthrax LF prot: 6; BH1578 lux ind: i; Y pestis TopoI: 9; BoNT-A LC inh2: 1.4; SSB-PriA inh: -18
Cc1cc(SCC(=O)c2cccs2)n2nc(C)c(-c3ccccc3)c2n1 reads SARS 3CLpro inh: 8; PfHsp40 yeast: 0.2; TcdB inh: -0.7; PrPC surface inh: 4; Anthrax LF prot: -1; BH1578 lux ind: -0.4; Y pestis TopoI: -4; BoNT-A LC inh2: 0.2; SSB-PriA inh: 1&-9&1

High-throughput results from PubChem BioAssay.
